CCHFV vOTU inh = CCHFV vOTU protease inhibition | Pep-AMC fluorescence | inhibition, % at 11.5 µM | 370,000 compounds, 0.55% hits; in the data active = inhibition above about 30%; note: 0% = vehicle wells with enzyme and 100% = no enzyme wells
BoNT A protease = blocks Botulinum neurotoxin A light chain protease; multiplex microsphere protease substrate cleavage, flow cytometry; inhibition, % at 10 µM; 360,000 compounds, 0.17% hits; note: plate controls were buffer without enzyme for full effect and enzyme alone for no effect
PrPC TRFRET = inhibitors of human cell surface prion protein PrPC. P04156. AID 720596. 370,000 compounds, 0.43% hits. inhibition, % at 13.8 µM. TR-FRET read-out; in the data active = inhibition above about 24%; note: 0% = median of the test wells and 100% = reference compound wells
BoNT F protease = blocks Botulinum neurotoxin F light chain protease | 360,000 compounds, 0.22% hits | Multiplex microsphere protease cleavage assay, flow cytometry | inhibition, % at 10 µM; in the data active = inhibition above about 35%, passing the limit was not always enough; note: plate controls were buffer without enzyme for full effect and enzyme alone for no effect
Rv3671c protease = inhibitors of M. tuberculosis serine protease Rv3671c | P9WHR9 | inhibition, % at 5.96 µM | 320,000 compounds, 0.048% hits; in the data active = inhibition above about 38%;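 note: extracellular domain of Rv3671c used as enzyme; 0% = enzyme with DMSO and 100% = no enzyme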
Target sequence (P9WHR9 whole entry, looked up, the tested form may be a part): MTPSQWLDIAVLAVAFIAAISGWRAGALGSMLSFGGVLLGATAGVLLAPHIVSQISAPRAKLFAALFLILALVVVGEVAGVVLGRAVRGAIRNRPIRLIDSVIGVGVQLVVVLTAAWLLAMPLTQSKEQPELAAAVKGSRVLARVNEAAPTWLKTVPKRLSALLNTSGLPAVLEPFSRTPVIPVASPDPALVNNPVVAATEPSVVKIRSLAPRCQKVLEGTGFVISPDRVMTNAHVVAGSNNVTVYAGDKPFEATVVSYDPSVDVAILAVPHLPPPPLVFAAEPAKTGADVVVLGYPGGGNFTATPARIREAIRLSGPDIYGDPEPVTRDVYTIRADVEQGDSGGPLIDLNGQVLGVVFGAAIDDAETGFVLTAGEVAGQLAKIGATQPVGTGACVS
PriA SSB inh = blocks PriA binding to SSB C-terminal tail; inhibition, % at 33 µM; 430,000 compounds, 0.6% hits; AlphaScreen SSBct-PriA binding, biotinylated peptide; in the data active = inhibition mostly above about 37%, no sharp cut-off; inactive = mostly below about 20%;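 note: plate controls were negative control peptide for no effect and reference peptide for full effect; strong numbers were not always called active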
3CLpro inhibitor = SARS-CoV 3CLpro protease inhibition; P0C6X7; recombinant SARS-CoV 3CLpro, quenched FRET peptide cleavage; inhibition, % at 6 µM; 290,000 compounds, 0.14% hits; AID 1706; in the data active = inhibition above about 12%
DUSP3 inh = blocks human VHR1 dual specificity phosphatase. recombinant VHR phosphatase, pNPP absorbance. inhibition, % at 13.3 µM. 290,000 compounds, 0.52% hits; in the data active = inhibition above about 50%; note: some compounds called inactive have numbers as strong as hits
Target sequence (P51452 whole entry, looked up): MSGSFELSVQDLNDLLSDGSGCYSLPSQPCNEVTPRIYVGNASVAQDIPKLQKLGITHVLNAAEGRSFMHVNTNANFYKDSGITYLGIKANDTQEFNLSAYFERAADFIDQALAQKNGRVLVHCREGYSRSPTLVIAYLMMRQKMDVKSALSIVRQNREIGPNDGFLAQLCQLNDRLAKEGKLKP
Anthrax LF inh2 = anthrax lethal factor protease inhibition. AID 588501. inhibition, % at 10 µM. P15917. 360,000 compounds, 0.12% hits. multiplex microsphere protease cleavage assay, LF; note: plate controls were buffer without enzyme for full effect and enzyme alone for no effect
MazF activator = activators of E. coli MazEF toxin-antitoxin RNase. P0AE70. FAM/BHQ RNA-DNA oligo cleavage fluorescence, 5 h. activation, % at 20 µM. 350,000 compounds, 0.32% hits. AID 504720; in the data active = activation above about 50%
Target sequence (P0AE70 whole entry, looked up): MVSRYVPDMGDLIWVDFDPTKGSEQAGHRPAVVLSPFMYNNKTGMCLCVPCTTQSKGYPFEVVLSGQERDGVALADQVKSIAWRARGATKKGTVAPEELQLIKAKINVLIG
The depositor's hits bear a star; x = no result given; & = joins results of further samples. Cut-off read from the data, not from the text of the source, unless noted: active = inhibition above about 30%; inconclusive = no clear call, values can overlap the other calls; inactive = below that.

Field names: A = CCHFV vOTU inh; B = BoNT A protease; C = PrPC TRFRET; D = BoNT F protease; E = Rv3671c protease; F = PriA SSB inh; G = 3CLpro inhibitor; H = DUSP3 inh; I = Anthrax LF inh2; J = MazF activator
canonical_smiles: CC1=C(C(=O)O)N2C(=O)[C@@H](NC(=O)[C@H](N)c3ccc(O)cc3)[C@H]2SC1
  A: -2	B: 0.9	C: 0	D: 8	E: x	F: -9	G: x	H: x	I: 2	J: 5

canonical_smiles: CCC[C@H](N[C@@H](C)C(=O)N1[C@H](C(=O)O)C[C@@H]2CCCC[C@@H]21)C(=O)OCC
  A: -4	B: -0.8	C: 3	D: -15	E: -7	F: -12	G: x	H: x	I: -2	J: -2

canonical_smiles: CCOC(=O)C1(CCOc2ccccc2)CCN(Cc2ccc(O)c(Cl)c2)CC1
  A: 3	B: 0.5	C: 3	D: 14	E: x	F: 11	G: -2	H: 15	I: 7	J: 4

canonical_smiles: CC1(C)O[C@H]2CC(=O)OCC23[C@H]2CC[C@@]4(C)[C@H](c5ccoc5)OC(=O)[C@H]5O[C@]54[C@]2(C)C(=O)C[C@@H]13 (stereo not given in full)
  A: -9	B: -0.3	C: 2	D: -10	E: -10	F: -5	G: x	H: x	I: -9	J: 0

canonical_smiles: Cc1nnc(NS(=O)(=O)c2ccc(N)cc2)s1
  A: 3	B: 0.1	C: -8	D: 3	E: 0	F: -10	G: -2	H: -18	I: -1	J: 5

canonical_smiles: Cc1nc2c3ccccc3nc(NNC(=O)CCC(=O)N3CCN(c4ccccc4)CC3)n2n1
  A: 2	B: -0.5	C: 4	D: 1	E: 1	F: -5	G: 0	H: -5	I: -2	J: 7

canonical_smiles: NS(=O)(=O)c1cc2c(cc1C(F)(F)F)NC(Cc1ccccc1)NS2(=O)=O (stereo not given)
  A: -1	B: -0.4	C: 1	D: -4	E: 7	F: -2	G: -4	H: 12	I: -6	J: 8

canonical_smiles: NC(=O)NC(CCC(=O)O)C(=O)O (stereo not given)
  A: 1	B: -0.3	C: -4	D: -1	E: 6	F: -9	G: x	H: x	I: -4	J: -6

canonical_smiles: CCCOc1ccccc1-c1nc2n[nH]nc2c(=O)[nH]1
  A: -4	B: -0.5	C: 3	D: 3	E: 5	F: -9	G: x	H: x	I: -9	J: -7

canonical_smiles: C[C@H]1c2cccc(O)c2C(=O)C2C(=O)C3(O)C(=O)C(C(N)=O)C(=O)[C@@H](N(C)C)[C@@H]3[C@@H](O)[C@@H]21 (stereo not given in full)
  A: 9	B: -0.3	C: 1	D: -4	E: -53	F: -9	G: x	H: x	I: -4	J: 3

canonical_smiles: O=C1NCC2(CCN(CCc3ccccc3)CC2)O1
  A: -3	B: -0.5	C: 3	D: -8	E: 0	F: -5	G: x	H: -9	I: -3	J: 10

canonical_smiles: COc1cc2nc(N3CCN(C(=O)C4COc5ccccc5O4)CC3)nc(N)c2cc1OC (stereo not given)
  A: -57	B: -0.6	C: -6	D: -6	E: 4	F: 16	G: 0	H: -3	I: -5	J: 13

canonical_smiles: CC(C)=CC(=O)O[C@@H]1Cc2cc3ccc(=O)oc3cc2OC1(C)C
  A: -10	B: -0.7	C: 6	D: -8	E: -5	F: -16	G: x	H: x	I: -6	J: 0

canonical_smiles: COc1nc(C)nc(Cl)c1NC1=NCCN1
  A: -2&4	B: -0.4&-0.7	C: -3&-9	D: -7&-6	E: 2&-6	F: -2	G: x	H: x	I: -7&-6	J: -2&-2

canonical_smiles: CC[C@@H]1C(=O)OC[C@@H]1Cc1cncn1C
  A: -1	B: -0.9	C: 8	D: -12	E: 3	F: x	G: x	H: x	I: 5	J: 9

canonical_smiles: O=C(O)[C@@H]1[C@H]2C[C@H]3c4[nH]c5ccccc5c4CCN3C[C@@H]2CC[C@@H]1O
  A: 6	B: 4.0	C: -2	D: -75	E: 6	F: 12	G: x	H: x	I: -24	J: -39

canonical_smiles: C[C@H](CCC(=O)O)[C@H]1CC[C@H]2[C@@H]3[C@@H](O)C[C@@H]4C[C@H](O)CC[C@]4(C)[C@H]3CC[C@]12C
  A: -1	B: 0.3	C: 0	D: 8	E: 3	F: -7	G: 9	H: 22	I: 0	J: -2

canonical_smiles: C[C@]12CC[C@H]3[C@@H](CCC4=CC(=O)CC[C@@]43C)[C@@H]1CC[C@@H]2C(=O)CO
  A: -1	B: -0.4	C: 4	D: 19	E: -4	F: -9	G: 0	H: 24	I: -9	J: 5

canonical_smiles: Nc1cc(-c2ccncc2)c[nH]c1=O
  A: 13	B: -0.1	C: -17	D: 4	E: -38	F: -3	G: 3	H: 28	I: 1	J: -20

canonical_smiles: CC(=O)[C@H]1CC[C@H]2[C@@H]3C[C@H](C)C4=CC(=O)CC[C@]4(C)[C@H]3[C@@H](O)C[C@]12C
  A: 0	B: -0.8	C: 2	D: -10	E: -6	F: -4	G: -3	H: 12	I: -5	J: 6

canonical_smiles: Cc1onc(-c2ccccc2Cl)c1C(=O)N[C@@H]1C(=O)N2[C@@H]1SC(C)(C)[C@@H]2C(=O)O
  A: 14&-4	B: 0.5&-0.3	C: 7&5	D: 3&-7	E: 4&-16	F: -5	G: x	H: x	I: 1&-6	J: -5&3

canonical_smiles: O=c1cc[nH]c(=O)[nH]1
  A: -2	B: -0.8	C: 3	D: -5	E: -8	F: -1	G: x	H: x	I: -5	J: 6

canonical_smiles: c1ccc2c(CC3=NCCN3)cccc2c1
  A: 4	B: -1.4	C: 2	D: -4	E: 1	F: -1	G: -1	H: 20	I: -12	J: 4

canonical_smiles: C=C1c2cccc(O)c2C(=O)C2C(=O)[C@]3(O)C(=O)C(C(N)=O)C(=O)[C@@H](N(C)C)[C@@H]3[C@@H](O)[C@H]12 (stereo not given in full)
  A: 13	B: -2.9	C: 40*	D: -11	E: 33	F: 11	G: x	H: x	I: -5	J: -9

canonical_smiles: C/C=C/C=N\NC(=O)c1ccncc1
  A: 5	B: 0.1	C: 8	D: -8	E: 6	F: x	G: 1	H: 21	I: 4	J: 9

Structures above that contain an NH in an aromatic ring:
Field names: A = CCHFV vOTU inh; B = BoNT A protease; C = PrPC TRFRET; D = BoNT F protease; E = Rv3671c protease; F = PriA SSB inh; G = 3CLpro inhibitor; H = DUSP3 inh; I = Anthrax LF inh2; J = MazF activator
canonical_smiles: CCCOc1ccccc1-c1nc2n[nH]nc2c(=O)[nH]1
  A: -4	B: -0.5	C: 3	D: 3	E: 5	F: -9	G: x	H: x	I: -9	J: -7

canonical_smiles: O=C(O)[C@@H]1[C@H]2C[C@H]3c4[nH]c5ccccc5c4CCN3C[C@@H]2CC[C@@H]1O
  A: 6	B: 4.0	C: -2	D: -75	E: 6	F: 12	G: x	H: x	I: -24	J: -39

canonical_smiles: Nc1cc(-c2ccncc2)c[nH]c1=O
  A: 13	B: -0.1	C: -17	D: 4	E: -38	F: -3	G: 3	H: 28	I: 1	J: -20

canonical_smiles: O=c1cc[nH]c(=O)[nH]1
  A: -2	B: -0.8	C: 3	D: -5	E: -8	F: -1	G: x	H: x	I: -5	J: 6

Full records from above. Values in the order: CCHFV vOTU inh | BoNT A protease | PrPC TRFRET | BoNT F protease | Rv3671c protease | PriA SSB inh | 3CLpro inhibitor | DUSP3 inh | Anthrax LF inh2 | MazF activator
CC[C@@H]1C(=O)OC[C@@H]1Cc1cncn1C across the screens: -1 | -0.9 | 8 | -12 | 3 | x | x | x | 5 | 9
C/C=C/C=N\NC(=O)c1ccncc1 across the screens: 5 | 0.1 | 8 | -8 | 6 | x | 1 | 21 | 4 | 9
O=C(O)[C@@H]1[C@H]2C[C@H]3c4[nH]c5ccccc5c4CCN3C[C@@H]2CC[C@@H]1O across the screens: 6 | 4.0 | -2 | -75 | 6 | 12 | x | x | -24 | -39

Remaining list, next part:
Field names: A = CCHFV vOTU inh; B = BoNT A protease; C = PrPC TRFRET; D = BoNT F protease; E = Rv3671c protease; F = PriA SSB inh; G = 3CLpro inhibitor; H = DUSP3 inh; I = Anthrax LF inh2; J = MazF activator
canonical_smiles: Nc1ccc(C(=O)Nc2ccccc2N)cc1
  A: -11	B: 0.9	C: -8	D: 6	E: -1	F: -7	G: -3	H: 1	I: -4	J: 0

canonical_smiles: COc1cncc(C#Cc2ccccn2)c1
  A: 2	B: 0.4	C: -6	D: -5	E: x	F: x	G: x	H: x	I: -6	J: x

canonical_smiles: CC(=O)N1C[C@H](O)C[C@H]1C(=O)O
  A: 0	B: -1.2	C: 1	D: -15	E: -4	F: 1	G: x	H: x	I: 1	J: 7

canonical_smiles: COc1c(O)cc2c(c1O)C1OC(CO)C(O)C(O)C1OC2=O (stereo not given)
  A: 1	B: 0.1	C: -7	D: -5	E: 0	F: 2	G: x	H: x	I: 9	J: 5

canonical_smiles: O=C(Cn1ccnc1[N+](=O)[O-])NCCO
  A: 4	B: 0.3	C: -1	D: 9	E: x	F: x	G: x	H: x	I: -15	J: x

canonical_smiles: CC(C)Cn1cnc2c1c(=O)n(C)c(=O)n2C
  A: 0	B: -0.7	C: 8	D: -1	E: 2	F: -9	G: 1	H: 12	I: -5	J: 2

canonical_smiles: CCOc1ccc(S(=O)(=O)N2CCCCCC2)c2ccccc12
  A: 2	B: -2.1	C: 6	D: -5	E: 0	F: -50	G: -2	H: 30	I: 0	J: -4

canonical_smiles: CN(C)C/C=C(/c1ccc(Br)cc1)c1cccnc1
  A: -8	B: 0.1	C: -2	D: -6	E: -3	F: -9	G: x	H: x	I: 2	J: 6

canonical_smiles: CC(=O)NCCCCCC(=O)O
  A: 7	B: -0.7	C: -5	D: 7	E: x	F: x	G: x	H: x	I: -5	J: x

canonical_smiles: CN1CCC(=C2c3ccccc3CCc3sccc32)CC1
  A: x	B: -0.2	C: x	D: -5	E: 12&10	F: 4	G: -3	H: -2	I: 2	J: 11

canonical_smiles: CC1(C)OC2CC3C4CC(F)C5=CC(=O)C=CC5(C)C4(F)C(O)CC3(C)C2(C(=O)CO)O1 (stereo not given)
  A: 2	B: 0.5	C: 12	D: 6	E: 2	F: 5	G: 5	H: x	I: 18	J: 6

canonical_smiles: CC1=NN(c2ccccc2)C(=O)C1
  A: 87*	B: -0.1	C: -8	D: -1	E: -151	F: -4	G: -6	H: -3	I: -2	J: -2

canonical_smiles: Cc1coc2c1C(=O)C(=O)c1c-2ccc2c1CCCC2(C)C
  A: 13	B: 9.5	C: -9	D: 3	E: -10	F: 8	G: 3	H: -2	I: 3	J: -3

canonical_smiles: N=C(N=C(N)N)N1CCOCC1
  A: 1	B: -0.9	C: 8	D: -5	E: 4	F: -1	G: x	H: x	I: -6	J: 16

canonical_smiles: CC(=O)O[C@]1(C(C)=O)CC[C@H]2[C@@H]3C=C(Cl)C4=CC(=O)[C@@H]5C[C@@H]5[C@]4(C)[C@H]3CC[C@@]21C
  A: 6&1	B: -0.3&-0.2	C: 1&-3	D: -5&-8	E: 2&5	F: 17	G: x	H: x	I: 4&-14	J: 6&5

canonical_smiles: Cc1cc(C)nc(/N=C(\N)Nc2ccc(S(N)(=O)=O)cc2)n1
  A: 11	B: -0.7	C: 3	D: -4	E: -4	F: x	G: -1	H: 15	I: -7	J: 4

canonical_smiles: CN(C)CCCN1c2ccccc2Sc2ccccc21
  A: 2	B: 0.4	C: 4	D: 4	E: 1	F: 22	G: -8	H: -11	I: -6	J: 19

canonical_smiles: CCCn1ncc(CN2CCCC(C(=O)c3cccc(OC(C)C)c3)C2)c1C (stereo not given)
  A: -10	B: -0.2	C: 5	D: -9	E: 2	F: -1	G: 0	H: 8	I: -5	J: 5

canonical_smiles: CC(C)(CO)[C@@H](O)C(=O)NCCC(=O)O
  A: x	B: -2.4	C: x	D: -34	E: 6	F: -5	G: x	H: x	I: -4	J: 9

canonical_smiles: O=C1N(c2ccccc2)c2ccccc2C1(Cc1ccncc1)Cc1ccncc1
  A: 3	B: -0.2	C: 1	D: 0	E: -1	F: -2	G: 3	H: 35	I: 0	J: 6

canonical_smiles: COc1ccccc1OCC(O)COC(N)=O (stereo not given)
  A: 4	B: -0.5	C: 6	D: 0	E: 4	F: -8	G: 0	H: -7	I: -5	J: 3

canonical_smiles: CCCCCCCCO
  A: 8	B: -0.9	C: 6	D: 4	E: -4	F: 14	G: x	H: x	I: -14	J: 7

Assay outcomes deposited in PubChem BioAssay by several laboratories.

The list is partial; count on the stated rates, not on these rows.
